N370S GC = inhibits or activates N370S mutant glucocerebrosidase | N370S GC spleen homogenate, 4MU-glucoside fluorescence | Potency, µM (doses to about 59.4 µM), for the others: at the top dose activity change, negative = inhibition, most hits filed as inhibitors | actives 0.092% (n = 330,000);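 further: 0% = full enzyme activity and -100% = no enzyme basal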
FEN1 inh = inhibitors of human flap endonuclease 1 | Recombinant FEN1 flap cleavage, fluorescence, 15 min | Potency, µM (doses to about 114 µM), for the others: at the top dose activity change, negative = inhibition, usual class: inhibitors | actives 0.35% (n = 390,000); further: nearly all actives have a fitted effect of over 65% in size
Target sequence (P39748 whole entry, looked up): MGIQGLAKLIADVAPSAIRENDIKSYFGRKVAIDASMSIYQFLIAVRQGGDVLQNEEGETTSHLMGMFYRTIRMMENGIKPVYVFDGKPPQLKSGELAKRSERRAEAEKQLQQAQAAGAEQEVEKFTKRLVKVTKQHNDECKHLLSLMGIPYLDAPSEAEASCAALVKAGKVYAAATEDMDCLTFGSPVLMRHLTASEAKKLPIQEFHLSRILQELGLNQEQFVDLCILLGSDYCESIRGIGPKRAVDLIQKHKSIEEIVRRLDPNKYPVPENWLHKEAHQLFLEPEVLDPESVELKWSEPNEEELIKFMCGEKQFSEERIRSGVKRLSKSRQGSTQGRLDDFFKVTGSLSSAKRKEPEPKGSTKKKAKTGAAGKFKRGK
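Concentration–response screening of FEN1 (10 nM): 15 min compound preincubation at room temperature, reaction started with 50 nM substrate and read at 0 and 15 min. Corrected, normalized data were fitted by a four-parameter Hill equation.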
KAT2A inh = inhibitors of human GCN5L2 histone acetyltransferase; Potency, µM (series often up to 58.9 µM), for inactives: at the highest dose activity change, negative = inhibition, actives largely listed as inhibitors; actives 0.21% (n = 390,000); AID 504327; GCN5L2 HAT assay, ThioGlo1 CoA-SH fluorescence; Q92830
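qHTS, 1536-well. 20nM enzyme, pH 7.5 HEPES/EDTA/Tween-20 buffer; 15 min compound preinc., RT. Start: 75uM H3(1-25), 70uM AcCoA, 50uM ThioGlo1. Read Ex340/Em540 at t=0 (autofluorescence flag) and t=20 min.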
The depositor's hits bear a star; u = inconclusive; x = not tested or not shown; & = joins results of further samples. The call rests on the fitted dose curve; in most records, active means well fitted curve in the direction sought with a large enough effect; inconclusive means small, poorly fitted or top-dose-only effect, or another doubt; inactive means no such curve, though single readings can be large; an effect the other way counts as inactive or inconclusive. Unless noted, on the % scale 0 is the no-effect control and ±100 the full control effect; potency means the concentration at half of the fitted maximal effect. Rows were taken by chance; about 0.54% have a hit in one of these screens.

smiles	N370S GC	FEN1 inh	KAT2A inh
Cc1ccc(NC(=S)Nc2cc(-c3ccccc3)[nH]n2)cc1Cl	24%	8%	-8%
C/C(=N\OC(=O)C1CC1)C1CC1c1ccc(F)cc1 (centres undefined)	-12%	-11%	-3%
O=C(NCC(c1ccc2c(c1)OCO2)N1CCN(c2ccccc2)CC1)c1ccccc1F (centres undefined)	x	-11%	-2%
Cc1ccc2cc(C#N)c(NCc3ccco3)nc2c1	5%	-2%	-21%
CCC(=O)NS(=O)(=O)c1cccnc1Nc1ccc(Cl)cc1	-3%	-4%	0%
C1=C(c2ccccc2)CCN(c2nc3ccccc3n3cnnc23)C1	16%	-28%	-9%
O=C(O)c1cc2c(cc1NC(=O)c1c(F)cccc1Cl)OCCCO2	-5%	-15%	-4%
O=C(N/N=C/c1sc2ccccc2c1O)c1ccccc1	-2%	-7%	28%
CCOc1ccc(C(=O)NCC(c2cccs2)N(C)C)cc1 (centres undefined)	3%	2%	-1%
CCOc1ccc(N(C(=O)Nc2ccccc2)C2=NCCC2)cc1	6%	1%	-4%
CCCCCCOc1ccc(N2C(=O)CC(NCc3ccc(S(N)(=O)=O)cc3)C2=O)cc1 (centres undefined)	0%	-8%	-3%
O=C(O)C1CCC(NSc2ccccc2[N+](=O)[O-])CC1 (centres undefined)	-7%	0%	-3%
Cc1cc(C(=O)N2CCCC(C(=O)c3cccc(C(F)(F)F)c3)C2)n[nH]1 (centres undefined)	-5%	19%	-2%
O=C(NCc1ccc2c(c1)OCO2)C1CCCN(S(=O)(=O)c2cccc3cccnc23)C1 (centres undefined)	-3%	10%	4%
COc1ccc(C(C(=O)NC2CCCC2)N(C(=O)c2snc(C(N)=O)c2N)c2cccc(O)c2)cc1 (centres undefined)	-11%	u	-2%
O=C(CC1C(=O)NCCN1Cc1ccc(Cl)c(F)c1)NC1CCCCC1 (centres undefined)	-10%	1%	0%
Cc1ccc(/C=C2\SC(=S)N(CCCC(=O)Nc3cccc(C(=O)O)c3)C2=O)cc1	-4%	u	-3%
CN(C)C(=S)Nc1ccc(Br)c(Cl)c1	-2%	3%	-4%
COc1cc2ccccc2cc1C(=O)Nc1ccc(Cl)c(-c2nc3ccccc3o2)c1	x	-4%	9%
CCOc1ccccc1NC(=O)N1CCN(S(=O)(=O)c2ccc3c(ccn3C)c2)CC1	x	7%	-5%
COc1ccc(CNCc2c(C(=O)N(C)C)nc3ccc(Cl)cn23)c(OC)c1	9%	-4%	-6%
O=[N+]([O-])c1cc(C(F)(F)F)cc([N+](=O)[O-])c1NCCNC(=S)Nc1ccc(Cl)c(Cl)c1	1%	-29%	-9%
COc1cccc(NS(=O)(=O)c2cn(C)c(=O)n(C)c2=O)c1	4%	20%	2%
O=C(COC(=O)[C@@H]1CCCN1S(=O)(=O)c1ccccc1F)Nc1ccc(OC(F)F)cc1	u	5%	-14%
Fc1ccc(CSc2ccc(-c3ccco3)nn2)cc1	-12%	-1%	3%
COc1ccc(N2CCN(C(=O)c3nn(C)c4c3CSc3ccccc3-4)CC2)cc1	x	2%	0%
O=C(CCC1COc2ccccc2O1)NCC1COc2ccccc2O1 (centres undefined)	-8%	1%	1%
COc1cc(OC)c2ccc(=O)oc2c1C(CCN1CCOCC1)c1ccc2c(c1)OCO2 (centres undefined)	-18%	-7%	-4%&13%
NC(=O)C1CCN(C(c2ccccc2Cl)c2nnnn2Cc2ccc3c(c2)OCO3)CC1 (centres undefined)	u	-2%	-1%
Fc1ccc(NC(=S)N2CCN(c3ncccn3)CC2)cc1	7%	5%	7%
O=C(CSc1nnc(-c2ccccc2Cl)o1)Nc1ccc2c(c1)OCCO2	10%	-6%	1%
N#C/C(=C\c1ccc(-c2ccc([N+](=O)[O-])cc2)o1)C(=O)Nc1nc(-c2cccs2)cs1	10%	-14%	5%
COc1cc(F)ccc1S(=O)(=O)N1CCN(C23CC4CC(CC(C4)C2)C3)CC1	-1%	-3%	-2%
Cc1ccc(NC(=O)c2nc(S(=O)(=O)Cc3ccc(F)cc3)ncc2Cl)cc1C	x	14%	-9%
O=C(c1cc(COc2ccc(F)cc2Cl)on1)N1CCc2ccccc2C1	11%	3%	-1%
O=C(CN1CCN(c2ccc(O)cc2)CC1)Nc1ccc(S(=O)(=O)N2CCCC2)cc1	x	10%	-7%
Fc1ccc(OCCOCCN2CCNCC2)cc1	2%	5%	3%
CCOC(=O)c1[nH]c(C)c(CN(CCc2ccccc2)C(=O)CCC(=O)O)c1C	-3%	-1%	-9%
CCOC(=O)c1cc(C#N)c(SCC(=O)c2cc(C#N)c(SC)nc2C)[nH]c1=O	-7%	-13%	-4%
COc1ccc(-c2nc(CSCC(=O)N3CCC(C(N)=O)CC3)c(C)o2)cc1OC	1%	-1%	3%
COc1cccc(C2CC(c3ccccc3)=NN2S(=O)(=O)c2ccccc2)c1OC (centres undefined)	4%	-1%	-3%
COc1ccc(-c2oc(NC(=O)CSc3ncn[nH]3)c(C#N)c2-c2ccc(OC)cc2)cc1	6%	-8%	-10%
CCOc1ccccc1NC(=O)C1C2C=CC(O2)C1C(=O)O (centres undefined)	2%	-12%	-4%
COc1ccc(C(=O)NCc2ccc(Cl)cc2)cc1S(=O)(=O)N1CCCC1	x	-16%	-4%
Cc1cc(C(=O)NNC(=O)c2ccc(Cl)cc2Cl)c(C)o1	3%	1%	4%
Clc1cccc(Nc2nc(-c3ccncc3)nc3ccccc23)c1	-14%	0%	-7%
O=C1OC[C@H]2CCCC[C@@H](CO)ON12	x	14%	u
COc1cc(/C=C2\SC(=S)NC2=O)ccc1OS(=O)(=O)c1ccccc1	-19%	x	u
COc1cc(C)ccc1OCC(=O)OCC(=O)c1ccc[nH]1	x	8%	-3%
CC(=O)N1CCN(C(=O)c2ccc(Cl)c(NC(=O)c3cccs3)c2)CC1	-5%	1%	-4%

3 records picked at random from the list so far:
smiles	N370S GC	FEN1 inh	KAT2A inh
CCOC(=O)c1[nH]c(C)c(CN(CCc2ccccc2)C(=O)CCC(=O)O)c1C	-3%	-1%	-9%
COc1ccc(-c2nc(CSCC(=O)N3CCC(C(N)=O)CC3)c(C)o2)cc1OC	1%	-1%	3%
O=C(c1cc(COc2ccc(F)cc2Cl)on1)N1CCc2ccccc2C1	11%	3%	-1%

Next part
smiles	N370S GC	FEN1 inh	KAT2A inh
CCN1CCN(c2nc3c(c(=O)[nH]c(=O)n3C)n2CCCSc2ncccn2)CC1	0%	-4%	-3%
O=C(CN1C(=O)c2ccccc2C1=O)Nc1cccc(Cl)c1	2%	-7%	1%
CCOc1ccc(S(=O)(=O)N2CCCCC2)cc1NC(=O)CSCc1c(C)noc1C	-3%	-1%	3%
CN(/N=C/c1ccncc1)C1=NCCN1	-8%	5%	26%
COCCCNC(=O)c1cn(C)c(=O)c2c1c1ccccc1n2C	-2%	16%	-4%
CCOC(=O)c1c(-c2ccccc2)csc1NC(=S)NC(=O)c1ccccc1	7%	-18%	1%
COC(=O)Nc1nc2ccc(Sc3ccccc3)cc2[nH]1	9%	-4%	3%
Cc1sc2ncnc(SCC(=O)Nc3ccc(S(=O)(=O)N4CCOCC4)cc3)c2c1C	x	-7%	-5%
O=C(CCn1c(=O)c2cccn2c2cccnc21)N1CCN(c2cccc(C(F)(F)F)c2)CC1	x	6%	-7%
CC(=O)c1ccc(C(=O)N2CCCC(N3CCN(c4ccc(F)cc4)CC3)C2)s1 (centres undefined)	26%	-2%	3%
O=C(CSc1nc(=O)n(CCCN2CCOCC2)c2c1CCCC2)Nc1ccccc1Cl	-16%	0%	-1%
O=C(NCCCn1ccnc1)c1ccc(Cl)cc1	-7%	-10%	-2%
CCCCCC(C)NC(=O)c1ccoc1C (centres undefined)	-1%	28%	-3%
COc1cc(OC)c2cc(C(=O)N[C@@H](Cc3ccccc3)C(=O)O)n(C)c2c1	5%	-12%	-4%
CCCNC(=O)Nc1cc(OC)c(OC)cc1Cc1nccc2cc(OC)c(OC)cc12	4%	14%	-26%
Cn1c(=O)c2c(ncn2CC(COCc2ccccc2Cl)OCc2ccccc2Cl)n(C)c1=O (centres undefined)	2%	-20%	7%
O=C(Nc1ccc(C(=O)N2CCCC2)cc1)c1ccc2c(c1)OCO2	9%	-4%	-5%
Cc1nnc(SCC(=O)c2cc(C)n(-c3c(C)n(C)n(-c4ccccc4)c3=O)c2C)s1	-2%	-5%	-2%
Cc1cc(C)n(CCC(=O)Nc2ccc(-c3ccno3)cc2)n1	-7%	-3%	-1%
c1ccc(OCc2nnc(-c3ccccc3)o2)cc1	0%	-6%	2%
Nc1nc2nc(-c3ccc(F)cc3)cc(C(F)(F)F)n2n1	u	5%	u
CCOC(=O)CNc1ncnc2nc[nH]c12	1%	5%	-1%
Cc1ccc(-c2noc(-c3ccccc3C(=O)NCc3ccco3)n2)cc1	11%	2%	0%
CCOC(=O)C(=CNc1cc(C)nn1-c1ccc(Cl)cc1)C(=O)OCC	24%	-2%	2%
O=C(C1CCCN(S(=O)(=O)c2cccc3nsnc23)C1)N1CC=C(c2ccccc2)CC1 (centres undefined)	3%	12%	u
CCC(=O)Nc1cccc(-c2nc3ccc(C)cc3o2)c1	5%	-9%	0%
O=C(CCCNC(=O)c1ccc(Cl)cc1)Nc1ccccc1C(F)(F)F	2%	-3%	0%
COc1ccc(OCC(=O)Nc2ccc3c(c2)nc(CCN2CCN(C)CC2)n3C)cc1	-2%	-3%	-5%
CCOC(=O)c1cnn(-c2cc(C)c3ccccc3n2)c1N	-3%	1%	-4%
Cc1cc(S(=O)(=O)C(CNC(=O)c2ccc(OC(C)C)cc2)c2cccs2)ccc1F (centres undefined)	x	-16%	-4%
O=C1C2C3C=CC(C3)C2C(=O)N1c1n[nH]c(-c2cccnc2)n1 (centres undefined)	7%	6%	3%
Cc1cccc(NC(=O)CSc2nnc3scc(-c4ccccc4)n23)c1	x	11%	-8%
COc1cccc(CNC(=O)CSc2nc3ccccc3nc2Cc2ccc(C)cc2)c1OC	x	-7%	1%
Cc1ccc(-n2nc3c(N4CCC(C(=O)NCCc5ccco5)CC4)nnc(C)c3c2C)cc1	-10%	-2%	-10%
CCCN1C(=O)c2ccccc2NC1c1ccc(O)c(OCC)c1 (centres undefined)	7%	-8%	-5%
O=[N+]([O-])c1cc(-c2nc(-c3ccccc3)no2)ccc1N1CCCC1	x	4%	-6%
CCC1CCCCN1CCCNC(=O)CN1C(=O)CSc2ccc(S(=O)(=O)N3CCC(C)CC3)cc21 (centres undefined)	5%	20%&3%	-3%&-5%
CCOc1ccc(-c2nnc(SCC(=O)c3ccc(Br)cc3)n2-c2ccccc2)cc1	x	10%	-10%
CSc1ccccc1OCc1cc(C(=O)N2CCc3sccc3C2)no1	1%	7%	-9%
Oc1c(N=NC(=S)Nc2ccccc2F)c2ccccc2n1Cc1ccc(Cl)cc1	-1%	17%	-18%
CC(Sc1ccccc1)C(=O)N1CCN(S(=O)(=O)c2ccccc2F)CC1 (centres undefined)	3%	9%	-8%
CCOC(=O)N1CCC(NC(=O)c2cccnc2SC)CC1	10%	30%	-4%
CCOc1ccc(N(CC(=O)NCCCOC)S(C)(=O)=O)cc1	14%	2%	1%
C[N+](C)(C)CC(O)CC(=O)O (centres undefined)	-16%&8%	0%	u
CCCN(CCC)CC(=O)N1CC(=O)Nc2ccccc21	0%	-3%	-1%
O=C(c1ccc(Cl)nc1)N1CCN(C/C=C/c2ccccc2)CC1	-16%	2%	1%
CCOc1c(OC)ccc2c3c(c(=O)oc12)CCCC3	x	0%	-11%
CCCCCOc1ccc(C2c3c(oc4ccccc4c3=O)C(=O)N2c2nc(C)c(C)s2)cc1OCC (centres undefined)	x	8%	0%
Cc1ccc(/C=C/C(=O)OCC(=O)NC(=O)NCc2ccco2)cc1	x	15%	-7%

An excerpt of these results, with values under each structure:
Order of results: N370S GC, FEN1 inh, KAT2A inh
> Cc1cc(C(=O)NNC(=O)c2ccc(Cl)cc2Cl)c(C)o1
→ 3%, 1%, 4%
> Clc1cccc(Nc2nc(-c3ccncc3)nc3ccccc23)c1
→ -14%, 0%, -7%
> O=C1OC[C@H]2CCCC[C@@H](CO)ON12
→ x, 14%, u
> COc1cc(/C=C2\SC(=S)NC2=O)ccc1OS(=O)(=O)c1ccccc1
→ -19%, x, u

Screening results (PubChem)
